From PubChem BioAssay
PV pol inh: inhibitors of poliovirus RNA polymerase binding and polymerization | 150,000 compounds, 0.66% hits | % elongation, % (compound at 16.7 µg/mL) | P03300 | AID 588519 | poliovirus polymerase elongation, fluorescence polarization; stronger effect = lower value; in the data active means % elongation below about 90%; further: some results filed as inactive read as strong as hits
Target sequence (P03300 1749-2209 limits assumed): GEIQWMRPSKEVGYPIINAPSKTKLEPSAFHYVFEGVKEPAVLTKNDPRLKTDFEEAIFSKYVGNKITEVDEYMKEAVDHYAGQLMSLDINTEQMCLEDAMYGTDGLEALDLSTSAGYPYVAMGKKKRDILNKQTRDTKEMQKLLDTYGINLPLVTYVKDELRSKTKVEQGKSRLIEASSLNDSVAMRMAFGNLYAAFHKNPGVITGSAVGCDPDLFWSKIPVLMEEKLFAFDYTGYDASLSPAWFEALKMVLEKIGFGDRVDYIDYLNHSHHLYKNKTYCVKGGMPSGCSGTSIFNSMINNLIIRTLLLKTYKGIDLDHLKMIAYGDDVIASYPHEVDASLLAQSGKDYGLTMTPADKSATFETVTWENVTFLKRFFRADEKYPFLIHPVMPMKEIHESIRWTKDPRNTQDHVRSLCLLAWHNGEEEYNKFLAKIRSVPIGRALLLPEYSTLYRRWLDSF
PV pol inh FP z-score: second read-out of PV pol inh, no call of its own (marks repeat the call); z-score; measured here: FP z-score; hits read low
* = called active by the depositor. The list is partial (hit frequency here may not be typical).

smiles	PV pol inh	PV pol inh FP z-score
Nn1c(CCCc2nc3ccccc3c(=O)n2N)nc2ccccc2c1=O	106.0	1.8
O=C(Nc1cccnc1)C1CC(c2ccc(Cl)cc2)=NO1 (stereo not drawn)	101.0	0.3
CC(C)(C)OC(=O)N1CCC(c2c(C(=O)O)cnn2-c2ccc(F)cc2F)CC1	108.0	0.4
COc1ccc(Cl)cc1NC(=O)NCC1CCN(C(=O)OC(C)(C)C)CC1	102.0	0.3
c1nnnn1CC1CCOCO1 (stereo not drawn)	100.0	0.1
COCCN(Cc1ccccc1)S(=O)(=O)c1cccc(C#N)c1	95.0	-0.8
C[N+]1(C)C2CC[C@H]1CC(OC(=O)C(O)c1ccccc1)C2 (stereo partly drawn)	101.0	0.2
Cc1ccccc1C(=O)Nc1nnc(SCc2cc(=O)c3c(C)ccc(C)c3[nH]2)s1	104.0	-0.4
Clc1ncnc2sccc12	103.0	-0.2
CC(=O)[C@H]1CCC2C3CCC4=CC(=O)CC[C@]4(C)C3CC[C@@]21C (stereo partly drawn)	102.0	0.7
CCOC(=O)N1CCN(Cc2nc3cc(NC(C)=O)ccc3n2C(C)C)CC1	106.0	0.3
Cc1nc2sccn2c(=O)c1S(=O)(=O)NCc1cccnc1	100.0	0
Cc1ccc(NS(=O)(=O)c2ccc3c(c2)n(C)c(=O)n3C)c(C)c1	109.0	0.6
CCc1ccc(CN2CCN(Cc3ccc(CC)cc3)CC2)cc1	100.0	-0.1
S=C(NCCc1ccccc1)N1CCc2ccccc21	101.0	-0.2
O=C1c2nc3cc(-c4ccccc4)[nH]n3c(=O)c2CN1C1CCCCC1	108.0	0.8
CC(C)(C)n1c(O)c(/C=C2\C=c3ccccc3=N2)c(=O)[nH]c1=O	107.0	0.6
O=C(O)CSCc1ccc(Br)cc1	102.0	0.1
O=C(Nc1ccc(Cl)cc1)Nc1nc(-c2ccccc2)cs1	97.0	-1.1
CCOC(=O)c1c(NC(=O)c2ccco2)sc2c1CCCC2=O	101.0	-0.1
O=C(/C=C/c1ccco1)ON1C(=O)c2ccccc2C1=O	94.0	-2.2
CC(=O)Nc1c(C(=O)O)oc2ccc(Cl)cc12	101.0	-0.2
O=c1[nH]c(=S)[nH]c(C(F)(F)F)c1Cc1ccc(Cl)c(Cl)c1	103.0	0.1
O=C(CCn1c(=O)c2ccccc2n(Cc2ccccc2)c1=O)NCc1ccc2c(c1)OCO2	103.0	0.5
COc1ccc(NC(=O)Nc2nnc(SCC(=O)Nc3cccc(C)c3C)s2)cc1	111.0	1.1
O=C1CN(C(=O)/C=C/c2ccccc2)C(c2ccccc2)c2cc(Br)ccc2N1 (stereo not drawn)	103.0	0.3
CCCCNC(=O)Nc1ccccc1Oc1ccccc1	100.0	-0.3
CCn1c(NCc2cccc(Cl)c2)nc2ccccc21	102.0	-0.8
CCOC(=O)c1c(/N=C/c2nc(-c3ccco3)oc2O)sc2c1CCC2	99.0	-0.6
c1csc(-c2nnc(COc3ccc4c(c3)OCO4)o2)c1	108.0	0.4
CSc1cccc(NC(=O)C2CCN(c3nc4ccccc4[nH]3)CC2)c1	110.0	0.7
CCc1ccccc1NC(=O)CCCN1C(=O)CCn2nc(-c3cn(C)c4ccccc34)cc21	110.0	0.9
O=C(/C=C/c1ccco1)NNc1c(F)c(F)cc(F)c1F	100.0	0
CCOc1ccc(NC(=O)c2oc3ccccc3c2NC(=O)c2c(F)cccc2F)cc1	110.0	1.7
Cc1cccc(NC(=O)Cn2cc(CO)c3ccccc32)c1	103.0	0.3
CCN1CCN(C(=O)c2ccc3c(c2)N(Cc2cc(C)ccc2C)C(=O)c2ccccc2S3(=O)=O)CC1	107.0	0.7
Cc1ccccc1Cn1cc(S(=O)(=O)CC(=O)Nc2ccc3c(c2)OCCO3)c2ccccc21	102.0	0.2
CC(C)c1ccc2oc(-c3cccc(NC(=O)c4ccc5c(c4)OCCO5)c3)nc2c1	108.0	1.1
COc1cccc(CC(=O)Nc2ccc3nc(Nc4cccc(C(F)(F)F)c4)cc(C)c3c2)c1	108.0	0.5
Cc1cc(S(=O)(=O)Nc2cc3c(cc2C)n(C)c(=O)c(=O)n3C)ccc1F	109.0	0.9
OC1CCC(NCc2ccc(-c3nc4ccccc4s3)o2)CC1 (stereo not drawn)	107.0	0.7
O=S(=O)(c1ccc(-n2cnnn2)cc1)N1CCN(c2ccccc2F)CC1	107.0	0.2
CN1C(=O)C(=Cc2cccn2-c2ccc(N(C)C)cc2)C(=O)N(C)C1=S	103.0	0.3
COc1cc2nc(CN(C)C3CCCCC3)[nH]c(=O)c2cc1OC	107.0	0.3
Nc1nnc(SCC(O)Cn2c3c(c4ccccc42)CCCC3)s1 (stereo not drawn)	103.0	0.3
CCc1c(C)sc2c1CCN(C(=O)Nc1cc(C)ccc1OC)C2c1ccc(F)cc1 (stereo not drawn)	112.0	1.1
Cc1cc(N2CCCC2)nc(-n2nc(C)cc2C)n1	101.0	0.1
CCCN(C(=O)CSc1ccccc1C(=O)O)C1CCS(=O)(=O)C1 (stereo not drawn)	104.0	0.3
O=c1c2c(nc3n1CCC3)sc1c(O)c(Br)ccc12	100.0	0.3
CS(=O)(=O)c1ccc2ccn(O)c2c1	101.0	0.1

Some of the entries above, reformatted.
> Cc1ccccc1C(=O)Nc1nnc(SCc2cc(=O)c3c(C)ccc(C)c3[nH]2)s1
  PV pol inh: 104.0
  PV pol inh FP z-score: -0.4
> CCn1c(NCc2cccc(Cl)c2)nc2ccccc21
  PV pol inh: 102.0
  PV pol inh FP z-score: -0.8
> COc1cc2nc(CN(C)C3CCCCC3)[nH]c(=O)c2cc1OC
  PV pol inh: 107.0
  PV pol inh FP z-score: 0.3
> CCOC(=O)N1CCN(Cc2nc3cc(NC(C)=O)ccc3n2C(C)C)CC1
  PV pol inh: 106.0
  PV pol inh FP z-score: 0.3

More records follow.
smiles	PV pol inh	PV pol inh FP z-score
CCn1cc(CN(C)C(=S)Nc2ccc(Br)cc2Cl)c(C)n1	99.0	-0.4
COc1ccc(Cn2c(SCC(N)=O)nc3c(sc4ccccc43)c2=O)cc1	99.0	-1.7
CCOC(=O)c1ccc2[nH]c(CSc3nnc(-c4cccc(F)c4)n3C)cc(=O)c2c1	107.0	0.2
CN(C)C(=S)Nc1ccc(S(=O)(=O)N2CCCCC2)cc1	106.0	0.6
NS(=O)(=O)c1ccccc1	102.0	0.1
CC(CN)c1ccccc1 (stereo not drawn)	100.0	-0.4
CCn1c(SC(C)C(=O)NC(C)c2ccc(F)cc2)n[nH]c1=O (stereo not drawn)	107.0	0.5
Cc1cc(C(=O)N2CC(C)CC(C)C2)n[nH]1 (stereo not drawn)	102.0	-0.3
COC(=O)NC(=C(Cl)Cl)c1ccc(C)c(F)c1	98.0	-1.1
COc1cccc(-c2nc(-c3ccccc3)[nH]c2-c2cccc(OC)c2)c1	103.0	0.4
CCOC(=O)N1CCC(N2C(=O)c3ccc(C(=O)NCCOC)cc3C2=O)CC1	100.0	0
COCc1cc(=O)oc2cc(OC)ccc12	100.0	0.3
NC1=NC(c2cc(F)cc(F)c2)n2c(nc3ccccc32)N1 (stereo not drawn)	102.0	-0.9
CC1=NNC(c2ccc(O)cc2)C1 (stereo not drawn)	126.0	6.3
CC(C)(C)NC(=O)CN1C2CCC1CC(O)(c1ccc(F)cc1)C2 (stereo not drawn)	101.0	-0.4
O=C(/C=C/c1ccc(Br)o1)OCC(=O)N1CCN(S(=O)(=O)c2ccc3ccccc3c2)CC1	107.0	0.5
CC(=O)OCC(=O)Nc1ccccc1C#N	106.0	0.4
Clc1cccc(Cl)c1COc1ccccn1	102.0	0.4
COc1ccc(N2CCN(C(=O)C3CCCN(S(=O)(=O)c4ccc5c(c4)CCCN5C(C)=O)C3)CC2)cc1 (stereo not drawn)	101.0	-1.4
NC(=O)Cn1nnc2sc3c(c2c1=O)CCCC3	101.0	-0.2
Cc1ccc(S(=O)(=O)Nc2nnc(CC(C)(C)C)s2)cc1	101.0	-0.3
Cc1ccccc1-n1nc(-c2cccnc2)cc1C(=O)NN	102.0	0.1
CC1Sc2ccc(C(=O)Oc3ccccc3C#N)cc2NC1=O (stereo not drawn)	94.0	-0.8
COc1ccc(-c2noc(NCCCN3CCCC3=O)n2)cc1OC	103.0	0.1
Cc1sc2ncnc(Nc3ccc4c(c3)OCCCO4)c2c1C	97.0	-0.8
CCC(Nc1ccc(-c2nc(-c3ccccn3)no2)cc1[N+](=O)[O-])c1ccccc1 (stereo not drawn)	110.0	0.5
COc1cc(NC(=O)CCS(=O)(=O)c2ccc3c(c2)CC(=O)N3C)cc(OC)c1OC	110.0	0.3
COc1ccc(NC(=O)N2CCCC2C(=O)Nc2ccccc2)cc1 (stereo not drawn)	100.0	-0.1
Cc1nc2cc(-c3ccccc3)nn2c(C)c1CCC(=O)N1CCCC1	100.0	-0.9
N#Cc1cccc(CSc2nnc(SCc3cccc(C#N)c3)s2)c1	105.0	0.3
COc1ccccc1C(=O)Nc1nn2c(-c3ccccc3C)nnc2s1	103.0	-0.5
O=S(=O)(c1cccc(CSc2nnc(-c3cccs3)n2-c2ccccc2)c1)N1CCOCC1	104.0	0.2
CCOC(=O)C1CCN(C(=O)/C=C/c2ccc(F)cc2)CC1	102.0	0.2
CC(C)c1ccc(NC(=S)Sc2ccc(F)cc2F)cc1	97.0	-1.2
COc1ccc(/C=C/C(=O)N=c2sccn2C)c(OC)c1	107.0	0.6
CC1(C)CC(=O)C2=C(C1)C(c1cccnc1)Nc1ccc3ccccc3c12 (stereo not drawn)	99.0	-0.6
CCCC(C)C(=O)Nc1ccc(-c2nc3ccccc3o2)cc1 (stereo not drawn)	100.0	-0.9
O=S(=O)(c1cccc(C(F)(F)F)c1)N1CCCC(n2nnc3ccccc32)C1 (stereo not drawn)	100.0	-1.4
CC1CCCC(C)N1/N=C/c1ccc(C#N)cc1 (stereo not drawn)	104.0	0.1
COc1ccccc1OCCn1cc(/C=C2/SC(=S)NC2=O)c2ccccc21	98.0	-0.6
Cc1noc(C)c1-c1nc(CS(=O)(=O)Cc2ccc(Cl)cc2)no1	104.0	0.2
O=C1NC(c2ccccc2)(C(F)(F)F)SC2=NCCCN12 (stereo not drawn)	103.0	0.4
COc1ccccc1C(=O)COC(=O)Cn1nnc2ccccc21	104.0	0
Cn1nc(-c2ccccc2)ccc1=O	100.0	-0.5
O=C(Nc1ccc(S(=O)(=O)NC2=NCCCCC2)cc1)c1cccs1	99.0	-0.5
Cc1cc(-c2onc(C)c2-c2noc(C)n2)no1	103.0	0.4
COc1ccccc1OCCSc1nc(C)cc(C)n1	102.0	0.1
CC(O)C(O)(c1ccccc1)c1ccccc1 (stereo not drawn)	98.0	-0.9
Cc1nc2cccc(C(=O)O)c2o1	102.0	-0.1
Nc1nnc(SCC(=O)NCc2ccco2)s1	100.0	-0.1

(listing goes on)
smiles	PV pol inh	PV pol inh FP z-score
CC(C)OC(=O)CCN1C(=O)/C(=C/c2ccccc2)SC1=S	100.0	-0.3
O=C(CSc1n[nH]c(-c2ccncc2)n1)N(c1ccccc1)C1CCCCC1	101.0	-0.2
COc1ccc(CCNC(=O)c2ccc(Cn3c(=O)c4ccccc4n(Cc4cccc(F)c4)c3=O)cc2)cc1OC	104.0	-1.4
Nc1cc(N)nc(SCC(=O)Nc2ccccc2)n1	102.0	0
COc1cccc(C(=O)N(Cc2cccnc2)c2nc3c(OC)ccc(C)c3s2)c1OC	104.0	-0.6
Cc1c(Cl)cccc1NC(=S)NCc1cccn1C	101.0	-0.5
Cc1onc(-c2c(F)cccc2Cl)c1C(=O)OCC(=O)NC1CC1	102.0	0.1
Cn1c(SCCn2c(=S)n(C)c3ccccc32)nc2ccccc21	100.0	-0.4
C=CCN=C1CCCc2c1[nH]c1ccc(C)cc21	103.0	0.3
CCN(c1ccccc1)S(=O)(=O)c1ccc(CCN2C(=O)c3cccnc3C2=O)cc1	103.0	0
O=C(CCSc1nc(-c2ccco2)cc(C(F)(F)F)n1)NC1CC1	103.0	0.3
O=C(Nc1nc(-c2ccco2)c(-c2ccco2)s1)OCc1ccccc1	137.0	4.2
CC(C(=O)c1ccccc1)n1cnc2ccccc2c1=O (stereo not drawn)	101.0	-0.1
CC1(C)CC2CC(C)(CN2C(=O)COC(=O)C2CCN(c3ccc(C(F)(F)F)cn3)CC2)C1 (stereo not drawn)	106.0	0.3
CC1(C)N=C(SCc2ccc(F)cc2)c2ccccc2N1	113.0	1
CCNS(=O)(=O)c1cc(S(C)(=O)=O)ccc1Cl	100.0	-0.8
Cc1nn(C(=O)CNC(=O)c2ccccc2)c(C)c1C	99.0	-0.6
COc1ccccc1Nc1nc(-c2ccccc2)c(CC(=O)O)s1	110.0	1.4
Cc1ccc2nc3ccc(N4CCC(Cc5ccccc5)CC4)nn3c(=O)c2c1	104.0	0.5
